Assay outcomes as filed in PubChem.
RT RNaseH block = HIV-1 RT RNase H inhibitors, primary screen, biochemical, fluorescence; Gag-Pol polyprotein (Human immunodeficiency virus type 1 group M subtype B (isolate …; inhibition, % at 10 µM; hit rate 1.9% among 65,000; RT-RNase H RNA/DNA duplex cleavage; AID 565, 2006; in the data active = inhibition above about 50%
RmlCD inh mix = RmlC and RmlD coupled enzyme inhibitors, primary screen, biochemical, 384-well, compound mixtures, retest; RmlC/RmlD coupled enzyme inhibition, 384-well mixture HTS; AID 1532, 2009; hit rate 0.39% among 110,000; inhibition, % at 5.5 µM; in the data active = inhibition above about 30%, passing the limit was not always enough; also: strong numbers were not always called active
Starred values were filed as active, the others as inactive; . = not tested or not shown.

Each structure is followed by: RT RNaseH block | RmlCD inh mix
> Oc1ccc(-c2[nH]nc(-c3ccccc3)c2-c2nc3ccccc3[nH]2)cc1
    . | 8
> Cc1ccccc1-n1nc(C)c2cc(C(=O)N3CCN(S(=O)(=O)c4ccc(Cl)cc4)CC3)sc21
    . | -13
> CN1CCN(P(=O)(c2ccccc2)c2nc3ccccc3s2)CC1 (stereo not given)
    3 | 8
> COc1ccc(C(C#N)Nc2ccc(C)cc2)cc1 (stereo not given)
    . | 2
> O=C(NCCn1cc(SCC(=O)N2CCOCC2)c2ccccc21)c1ccccc1
    2 | 7
> O=C(Oc1cc(=O)oc2ccccc12)c1ccco1
    2 | -37
> COC(=O)NCCOc1cc(C)ccc1C
    -5 | -1
> Clc1ccc(-n2nnc(-c3cccnc3)n2)cc1Cl
    . | 6
> COc1ccc(Cc2nnc(NC(=O)C3CCCO3)s2)cc1OC (stereo not given)
    . | 0
> CCSc1ncc(Cl)c(C(=O)Nc2ccc(S(=O)(=O)Nc3onc(C)c3C)cc2)n1
    9 | 10
> O=C(C1CCN(S(=O)(=O)N2CCOCC2)CC1)N1CCC2(CC1)OCCO2
    5 | 10
> COC(=O)c1noc(-c2ccc(C)cc2)n1
    . | -14
> CC(C)n1c(NCCc2ccccc2)nc2c1c(=O)n(C)c(=O)n2C
    . | 32
> N#Cc1c(/N=C/C=C/c2ccccc2)sc2c1CCCC2
    . | -28
> Cc1cccc(-c2nnc(-c3ccc(N)cc3)o2)c1
    -18 | -110
> CN(C)CCNC(=O)c1c(CSc2ccc(Cl)cc2)noc1C(=O)NCc1ccccc1
    . | 4
> Cc1cc(=O)[nH]c(SCC(=O)O)c1C#N
    . | 1
> CCn1c(CNc2ccc(C)cc2)nnc1SCC(N)=O
    . | 14
> O=C(C1=C[C@H](c2ccccc2)C[C@H](OCc2ccc(CO)cc2)O1)N1CCOCC1
    . | 7
> CCOC(=O)N1CCN(C(=O)C2CCN(S(=O)(=O)c3ccc(C)cc3)CC2)CC1
    . | -7
> CCOc1ccccc1-n1c(SCC(=O)N(C(C)C)C(C)C)nnc1-c1cccnc1
    -53 | 2
> C=C1C(=O)C=C[C@]2(C)C[C@@H]3OC(=O)[C@](C)(O)[C@H]3C[C@@H]12
    . | 7
> COc1ccc(C(=O)NCC(=O)OCc2cccc(Br)c2)cc1
    . | 2
> CCCCc1ccc(Nc2ncnc3nc[nH]c23)cc1
    -22 | .
> CCOc1ccccc1NC(=O)CCC(=O)O
    -3 | 54
> Cc1c(CCO)c(=O)n(-c2ccccc2)n1S(=O)(=O)c1c(Cl)cc(Cl)cc1Cl
    . | -10
> O=C(CSc1nnc(-c2ccncc2)n1-c1ccc(F)cc1)NC(=O)NCc1ccco1
    22 | -6
> O=C(CSc1nnc(Cc2ccccc2)n1-c1ccccc1)N1CCOCC1
    2 | 11
> O=C(NCCc1ccccc1)c1ccc(-c2ccccc2C(F)(F)F)o1
    . | -16
> CN(CCCNC(=O)Cn1cc2c(n1)CCCC2)C1CCCCC1
    -5 | 8
> CCC(C)(C)n1nnnc1CN1CCSCC1
    -23 | 12
> Cc1cc(Nc2ccc(C)c(F)c2)n2ncnc2n1
    1 | 2
> CC(C)N(Cc1ccccc1)S(=O)(=O)N(C)C
    -16 | -8
> ONC(=Nc1ccccc1)c1ccc(Cl)cc1
    . | -1
> C=C(C)COc1ccc2c(C)c(CC(=O)OC)c(=O)oc2c1C
    -17 | -19
> CC(C)=CC1C(C(=O)Nc2ccc(Br)cn2)C1(C)C (stereo not given)
    -9 | .
> Cc1n[nH]c(C)c1-c1nc2ccccc2[nH]1
    -5 | 11
> COc1ccc(CCNC(=O)CSc2cn(Cc3ccccc3)c3ccccc23)cc1OC
    . | -6
> CCOC(=O)C1=C(C)N(CCCC(=O)O)C(=O)NC1c1ccc(OC)cc1 (stereo not given)
    . | 5
> CC(NC(=O)c1cccc(C(F)(F)F)c1)C1CCCO1 (stereo not given)
    -10 | 62
> COc1ccc(Cn2nnnc2C(c2ccc(N(C)C)cc2)N2CCC(C)CC2)cc1 (stereo not given)
    2 | 2
> CC(C)c1cc(=O)oc2c3c4c(cc12)CCCN4CCC3
    -29 | -160
> COc1ccccc1N1CCN(C(=O)CSc2ncccc2-c2nc3ccccc3[nH]2)CC1
    0 | -4
> O=C(Cc1ccc(Br)cc1)N1CCN(c2ccc(F)cc2)CC1
    . | 6
> CC(C)Oc1ccc(C2CC(=O)N(c3ccc(N(C)C)cc3)C2=O)cc1 (stereo not given)
    . | -8
> O=C(NCc1cc(C(F)(F)F)cc(C(F)(F)F)c1)C12CN(Cc3ccccc3)CC1C(c1cccc([N+](=O)[O-])c1)=NO2 (stereo not given)
    . | -8
> CCCCn1c(O)c(C(CC)=NCCc2ccccc2)c(=O)[nH]c1=O
    -30 | -10
> Cc1cc(C(=O)N2CCCc3ccccc32)no1
    3 | -8
> Cc1cc(/C=N/n2cnnc2)c(C)n1-c1cccc(Cl)c1
    -85 | .
> CC1(C)CC(=O)CC(=NCC(=O)O)C1
    -5 | 6
> COc1ccc(N2C(=O)CC(NC34CC5CC(CC(C5)C3)C4)C2=O)c(OC)c1 (stereo not given)
    -2 | 0
> N#Cc1ccccc1OCC(=O)Nc1c(C(=O)C2CC2)oc2ccccc12
    31 | 28
> OCCOCCn1c(-c2ccccc2)nc(=S)c2c1CCCC2
    3 | 5
> Cc1cc(Cl)c(S(=O)(=O)N2CCN(c3ccc(F)cc3)CC2)cc1OCC(=O)NC1CCCCC1
    . | 16
> C=CCn1c(-c2ccc(OC)c(OC)c2)cs/c1=N\c1ccccn1
    -16 | -2
> O=[P+](Cc1ccccc1)Cc1ccccc1
    . | 5
> O=C(O)c1[nH]c2ccccc2c1CC(=O)N1CCOCC1
    -3 | 18
> CCCCn1c(SCC(=O)Nc2cc(C)on2)nc2ccccc2c1=O
    34 | -16
> CC(C)NC(=O)CN1CCN(c2ncccn2)CC1
    -1 | 23
> COCCN(C(=O)COc1ccccc1)c1nnc(-c2cccnc2)s1
    1 | -9

Further structures
Each structure is followed by: RT RNaseH block | RmlCD inh mix
> CCCCCCCCNC(C)C(O)c1ccc(SC(C)C)cc1 (stereo not given)
    18 | -8
> O=[N+]([O-])c1ccc(N/N=C/c2c[nH]c3ccccc23)cc1
    . | 4
> O=C1CCC(C(=O)NCc2cccnc2)N1 (stereo not given)
    . | -4
> COCCNC(=S)N/N=C/c1ccccc1C(=O)O
    . | -17
> N#Cc1cnn(-c2ccccc2)c1N
    -7 | -7
> CCOC(=O)C1CCN(C2CC(=O)N(c3cccc(Cl)c3)C2=O)CC1 (stereo not given)
    14 | -10
> CC1(C)Cc2c(cnn2-c2ccccc2)C(=O)/C1=N\NC(=O)c1ccccc1N
    . | 0
> O=C1CCc2cc(S(=O)(=O)NC(Cc3ccccc3)C(=O)NCC3CCCO3)ccc2N1 (stereo not given)
    -4 | 7
> CC(C)NC(=O)c1cc2cc([N+](=O)[O-])ccc2s1
    . | 26
> O=C(C1CCN(S(=O)(=O)c2cccc3cccnc23)CC1)N1CCN(c2ccc(Cl)cc2)CC1
    -39 | 5
> Cc1nn2c([nH]c(=O)c3ccccc32)c1C=O
    . | -5
> O=C(N/C(=C/c1cccs1)C(=O)N1CCCCCC1)c1ccccc1
    . | 11
> CCN1CCN(C(c2cccs2)C(C)NC(=O)C(C)C)CC1 (stereo not given)
    -5 | 6
> Cc1ccccc1C(=O)Nc1cccc(N)c1
    -2 | -12
> O=S(=O)(c1cccc(S(=O)(=O)N2CCC(Cc3ccccc3)CC2)c1)N1CCOCC1
    -12 | -11

A different layout for part of the listing above:
Compound | RT RNaseH block | RmlCD inh mix
COCCNC(=S)N/N=C/c1ccccc1C(=O)O | . | -17
N#Cc1cnn(-c2ccccc2)c1N | -7 | -7
CCOC(=O)C1CCN(C2CC(=O)N(c3cccc(Cl)c3)C2=O)CC1 (stereo not given) | 14 | -10
CC1(C)Cc2c(cnn2-c2ccccc2)C(=O)/C1=N\NC(=O)c1ccccc1N | . | 0
O=C1CCc2cc(S(=O)(=O)NC(Cc3ccccc3)C(=O)NCC3CCCO3)ccc2N1 (stereo not given) | -4 | 7
CC(C)NC(=O)c1cc2cc([N+](=O)[O-])ccc2s1 | . | 26

(listing goes on)
Each structure is followed by: RT RNaseH block | RmlCD inh mix
> Cc1cccc(OCCCC(=O)Nc2nccs2)c1
    -10 | -8
> Cc1cccc(CCNS(=O)(=O)c2ccc(S(=O)(=O)N3CCCCC3)cc2)c1
    . | 4
> CS(=O)(=O)Nc1ccc(C(=O)N2CCCCC2)cc1
    -11 | 15
> COC(=O)C1=C(c2ccc(S(C)(=O)=O)cc2)C[C@@H]2CC[C@H]1N2C(=O)NCCO
    . | 8
> COc1ccc(OC)c(NC(=O)c2cc3sccc3n2C)c1
    -2 | 6
> Cc1ccc(NC(=O)CCNS(=O)(=O)c2ccc3c(c2)oc(=O)n3C)cc1C
    -9 | 7
> COc1ccc(NC(=O)CSC2=C(C#N)C(c3ccco3)C3=C(CCCC3=O)N2)c(OC)c1 (stereo not given)
    -61 | 9
> Cc1ccc(S(=O)(=O)N2CCCCC2)cc1C(=O)Nc1ncn[nH]1
    -14 | .
> Cc1csc(N(C(=O)c2cccc(S(=O)(=O)N3CCCC3)c2)c2ccccc2)n1
    . | -6
> COC(=O)c1cn(NC(=O)c2cnccn2)c(=O)c2ccccc12
    -9 | -4
> COc1cccc(/C=N/NC(=O)c2cccc([N+](=O)[O-])c2)c1OS(=O)(=O)c1ccc(C)cc1
    . | 1
> CCc1ccc2nc(SCC(=O)N3CC(=O)Nc4ccccc43)c(C#N)cc2c1
    . | -18
> O=C(Cn1nc(C(F)F)cc1C1CC1)NCCC1=CCCCC1
    4 | -11
> Cc1ccc(-c2nc(N(C)C3CCN(C)CC3)c3ccccc3n2)cc1
    . | -1
> O=C(Nc1cccnc1)Nc1ccccn1
    -11 | -8
> CC(C)(C)[C@H]1C=C(C(=O)O)O[C@@H](OCCCCO)C1
    . | -4
> COC(=O)Nc1sc(C)nc1-c1ccccc1
    -9 | 10
> CCCCCOC(=O)NCC(O)c1ccccc1 (stereo not given)
    -29 | 1
> CCOC(=O)c1ccc(NC2c3ccccc3C(=O)N2c2ccccn2)cc1 (stereo not given)
    . | 7
> COc1ccc(C(C)=O)cc1COC(=O)c1ccc(OCc2c(C)noc2C)cc1
    4 | 6
> O=C1c2ccccc2CCC12N=NCC2c1ccc(Br)cc1 (stereo not given)
    . | 2
> Cc1cc(C)n(CC(O)COCc2ccco2)n1 (stereo not given)
    -8 | 2
> C[C@@H](C(=O)Nc1ccc2ccccc2c1)[C@@H]1C[C@@]1(C)[C@@H](NC(=O)c1cnccn1)c1ccccc1
    . | 7
> CN(C)C(C(=O)NC1CCCCC1)c1ccc(Cl)cc1 (stereo not given)
    -3 | 5
> O=c1cnn(-c2ccccc2)c(-c2ccccc2)c1
    -20 | 2
> CS(=O)(=O)N1CCN(C(=O)c2ccc(Br)s2)CC1
    . | 10
> Cn1c(C(=O)O)c(CC(=O)NCc2cccnc2)c2ccccc21
    3 | 5
> COC(=O)n1c(=O)oc2ccccc21
    -12 | 6
> C=C(Br)Cn1c(CC(C)C)nc2ccccc21
    -39 | -12
> CCCCOC(=O)c1cccc(NC(=O)CCC(=O)O)c1
    -4 | 5
> CS(=O)(=O)N(CC(=O)O)c1cc(Cl)cc(Cl)c1
    -4 | -2
> CCn1c2ccc(OC)cc2c2nc3ccccc3nc21
    . | -9
> CCn1c(/C=C2/C(=O)N(C)c3ccccc32)nc2ccccc2c1=O
    . | 12
> COc1ccccc1C(=O)N1CCC(C(=O)c2ccc(F)cc2)CC1
    -10 | -12
> CCOc1ccc2c(c1)c1nnc(SCC(=O)N3CCCCC3C)nc1n2C (stereo not given)
    -3 | 54
> O=C(NCC1CCCO1)C12CN(Cc3ccccc3)CC1C(c1cccc([N+](=O)[O-])c1)=NO2 (stereo not given)
    . | -24
> Cc1cc(C)c2c(N)c(-c3nc4ccccc4[nH]3)sc2n1
    . | 9
> CN1/C(=C\C(=O)COC(=O)Cn2nnc(-c3ccccc3)n2)C(C)(C)c2ccccc21
    -4 | -3
> CCCC(=O)NC(=S)Nc1cccc(NC(=O)c2ccc(Cl)cc2Cl)c1
    . | -5
> O=C(COC(=O)COc1ccccc1Cl)Nc1ccccc1OC(F)F
    . | 0
> COC(=O)c1ccccc1NC(=O)Cn1nnc(-c2ccc(OC)cc2)n1
    . | 2
> O=S(=O)(c1ccc(-c2nc3ccccc3s2)cc1)N1CCCC1
    . | 1
> N#Cc1nc(-c2ccc(F)cc2)oc1N1CCCC1
    -24 | .
> O=C(CN1C(=O)C2C3C=CC(C3)C2C1=O)NCCc1ccccc1Cl (stereo not given)
    -14 | -3
> CCOC(=O)c1cnc(SCc2ccccc2)nc1N
    -34 | 12

Record cards, as listed above. Values in the order: RT RNaseH block, RmlCD inh mix
CS(=O)(=O)N(CC(=O)O)c1cc(Cl)cc(Cl)c1 across the screens: -4, -2
O=C(NCC1CCCO1)C12CN(Cc3ccccc3)CC1C(c1cccc([N+](=O)[O-])c1)=NO2 (stereo not given) across the screens: ., -24
Cc1cc(C)c2c(N)c(-c3nc4ccccc4[nH]3)sc2n1 across the screens: ., 9
CCn1c(/C=C2/C(=O)N(C)c3ccccc32)nc2ccccc2c1=O across the screens: ., 12
CCCC(=O)NC(=S)Nc1cccc(NC(=O)c2ccc(Cl)cc2Cl)c1 across the screens: ., -5

Further records
Each structure is followed by: RT RNaseH block | RmlCD inh mix
> CCOCCCNS(=O)(=O)c1ccccc1
    . | 20
> COc1ccccc1N1CCN(/N=C/C=C\c2ccco2)CC1
    . | -9
> CCOC(=O)Nc1ccc2c(c1)N(C(=O)CCN1CCN(C)CC1)c1ccccc1S2
    . | -8
> FC(F)(F)c1ccc(N2CCN(c3cc(-c4ccccc4)nc4ncnn34)CC2)nc1
    0 | -10

These rows are one share of the data, so the mix of outcomes need not match the whole.
